# H9c2 TAG inh = reduces triacylglycerol accumulation in H9c2 cells | Nile Red lipid (TAG) fluorescence; cells loaded with 200 µM oleic acid | hit rate 0.66% among 230,000 | AID 651582 | inhibition, % at 12.5 µM;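 active = pattern-corrected inhibition of lipid staining of at least 50% with the nuclear-stain viability signal not falling by more than 50%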;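 also: 0% = DMSO wells and 100% = triacsin C control wells; some results filed as inactive read as strong as hits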
# H9c2 TAG inh DAPI viability = also measured in H9c2 TAG inh; calls as there; DAPI nuclei signal change (viability), lower = more cytotoxic, %;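 whole-well DAPI fluorescence read on a plate reader as a viability signal; minus 50 percent equals half of cells still viable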
# The depositor's hits bear a star.
structure | H9c2 TAG inh | H9c2 TAG inh DAPI viability
CC(=O)Oc1ccc(N2C(=O)C3C(C2=O)C(C(=O)c2ccc(Cl)cc2)N2CCCC32)cc1 (configuration not stated) | 8.2 | -0.1
Cc1nn(Cc2ccc(Cl)cc2Cl)c(C)c1NC(=O)NC12CC3CC(CC(C3)C1)C2 | 5.1 | -3.6
CCOC(=O)Cc1cn(C(=O)OC(C)(C)C)c2ccccc12 | -6.6 | -5.0
COC(=O)C(C)(C(=O)OC)c1ccccc1[N+](=O)[O-] | -7.4 | 5.2
CC(C)(C)OC(=O)C[C@H]1C/C=C\C[C@@H](CC(=O)N[C@H](CO)Cc2ccccc2)C(=O)NCCOC1=O | 2.6 | 5.0
CSc1ncnc2c1ncn2CCCN1CCN(Cc2c(C)cc(C)cc2C)CC1 | 3.1 | 7.8
COc1ccc2c(c1)CCCC21NC(=O)NC1=O (configuration not stated) | 14.5 | 4.3
Nn1c(C2CCC2)nc2cc(Cl)ccc2c1=O | -4.4 | -3.4
CN(C)CCCNC(=O)C[C@H]1C[C@H](C(=O)N2CCCCC2)[C@@]2(C)c3[nH]c4ccc(Cl)cc4c3CCN2C1=O | 10.9 | -1.8
COc1cccc(CN2CCN(S(=O)(=O)c3ccccc3)CC2)c1OC | 8.0 | -5.6
O=C(c1cc2cc(Cl)ccc2oc1=O)N1CCCC1 | 16.1 | -3.2
CCn1nc(C)c([N+](=O)[O-])c1C(=O)NNC(=O)c1ccc(Cl)cc1 | -0.2 | 1.6
COC(=O)/C(=C\c1c[nH]c2ccccc12)NC(C)=O | -36.5 | -4.0
CC(=O)NC(CCS(C)(=O)=O)C(=O)Nc1c(F)cccc1F (configuration not stated) | 0.8 | 4.1
C/C(Cn1nnc([N+](=O)[O-])n1)=N\NC(=O)c1ccccc1O | -16.1 | -0.8
CCC(=O)Nc1ccc2nn(-c3ccc(F)cc3)nc2c1 | 25.0 | 3.9
COc1ccc(Cn2c(=O)[nH]c3cc(C(=O)NCCCN4CCCC4=O)ccc3c2=O)cc1 | -5.6 | 5.8
COc1ccc(CNC(=O)C2CCN(S(=O)(=O)N3CCOCC3)CC2)cc1 | 8.9 | 0.7
Cc1ccc(S(=O)(=O)N2CCOCC2)cc1NC(=O)CSc1nnc2n1CCCCC2 | 13.9 | -2.1
Cc1ccc(S(=O)(=O)N(CC(=O)N/N=C/c2cccc3c2OCCO3)c2ccccc2F)cc1 | 6.4 | 10.4
COc1ccc(C(=O)Nc2ccc(N3CCN(C)CC3)cc2)cc1[N+](=O)[O-] | 9.0 | 2.2
Cc1cccc2[nH]c(CN(C)C(=O)CC3C(=O)NCCN3CC(C)(C)C)nc12 (configuration not stated) | 28.4 | -15.1
COC(=O)Cc1ccc(NC(=S)NCCSc2ccc(Cl)cc2)cc1 | -9.1 | 4.6
Cc1cccc(C)c1OCc1cc(C(=O)N2CC3C[C@@H]4CC2C[C@H](C3)C4)no1 | 8.5 | 1.8
O=C(NC1CCCCC1)C(c1ccco1)N(CCc1ccccc1)C(=O)C(F)(F)F (configuration not stated) | 41.5 | -2.2
O=S(=O)(N/N=C1\CCCc2ccccc21)c1ccccc1 | 2.9 | -2.0
CCCn1nnnc1NC(=O)c1cccs1 | 6.2 | -9.5
Cc1cnc(C(=O)OC(C)C(=O)Nc2cccc3ccccc23)cn1 (configuration not stated) | -3.3 | -15.3
CN(C(=O)COC(=O)c1ccccc1NCCO)C1CCS(=O)(=O)C1 (configuration not stated) | -2.8 | -0.8
Cn1ncc(Cl)c1C(=O)N1CCN(S(=O)(=O)c2ccc(Cl)s2)CC1 | -13.3 | 6.5
Cc1cc2oc(=O)cc(CN3CCCc4ccccc43)c2cc1C | -16.5 | 5.2
COCc1cc(C)nc(Nc2ccccc2OC)c1C#N | 11.3 | 4.3
COc1cc2c(cc1OC)CN(C(=O)c1cc3ccccc3oc1=O)CC2 | 18.0 | -12.6
CN1CCN(C(=O)C2CCCN(S(=O)(=O)c3ccc(Cl)cc3)C2)CC1 (configuration not stated) | -9.2 | -0.6
COc1cccc(/C=N/NC(=O)c2cc(-c3ccccn3)nc3ccccc23)c1O | 33.8 | -13.3
O=C(C1CCC1)N1CCc2cc(S(=O)(=O)N3CCCCC3)ccc21 | 0.7 | -8.7
CN(Cc1cnn(C)c1)C(=O)CC1C(=O)NCCN1Cc1cccc(Oc2ccccc2)c1 (configuration not stated) | -1.5 | 0.5
CN(Cc1ccccc1)C(=O)CN1CCN(C(c2ccccc2)c2ccccc2)CC1 | -27.3 | -0.4
O=C(N/N=C/c1ccc(N2CCOCC2)s1)c1ccccc1Br | 5.0 | 5.0
Cc1cccc(C)c1C(O)c1ncc(-c2ccccc2Cl)[nH]1 (configuration not stated) | 4.1 | -16.0
CCCCCCC(=O)NNC(=O)c1c(O)c2ccccc2n(CCC)c1=O | -5.8 | 1.4
CCC(NC(=O)c1ccncc1)c1ccccc1 (configuration not stated) | -1.9 | -2.2
CCCn1nnc(NC(=S)NC(=O)c2ccccc2OC)n1 | 18.1 | 4.9
CC1CCCN(S(=O)(=O)c2cccc(C(=O)NCC3CCCO3)c2)C1 (configuration not stated) | -2.3 | 1.3
O=C(C1=C[C@H](c2coc3ccccc3c2=O)C[C@H](OCCCCO)O1)N1CCOCC1 | 12.7 | -10.2
Cc1ccc2oc(C(=O)N3CCC(O)(c4ccccc4)CC3)c(C)c2c1 | -7.5 | -5.0
CC(C)Nc1nnc(SCC(=O)N2CCN(C(=O)c3ccco3)CC2)s1 | 3.2 | 0.3
CCC1(CC)C(=O)C2=C3C1[C@H](C(=O)OC)CC(C(=O)OC)C[C@H]3[C@H]1C(=O)N(c3ccccc3)C(=O)[C@H]1[C@H]2C (some centres not stated) | -12.2 | 1.2

# Continuation.
# Results follow in this order: H9c2 TAG inh	H9c2 TAG inh DAPI viability
C/C(=N\NC(=O)c1ccccc1OCc1ccc(F)cc1)c1ccccn1
    -2.7	-21.3
CCCn1c(O)c(CN2CCCC(C)C2)c(C)c(C#N)c1=O (configuration not stated)
    -8.2	8.3
CSc1ccc(C(=S)N2CCCC2)cc1
    -1.2	-0.2
Cc1sc(-c2ccncc2)nc1OC(=O)c1ccccc1
    7.9	-7.2
COc1ccc([N+](=O)[O-])cc1NC(=O)c1ccc(N2C(=O)CCC2=O)cc1
    10.1	-5.8
CCOC(=O)N1CCC(NCCNC(=O)c2cccs2)CC1
    -0.1	3.6
O=C(CCCCCn1c(=S)[nH]c2ccc(N3CCOCC3)cc2c1=O)NCc1ccc(Cl)cc1
    0.0	12.3
COc1ccc(-c2ccc(=O)n(Cc3cccc([N+](=O)[O-])c3)n2)cc1
    -4.0	3.1
Cc1cc(C(=O)NCCc2ccc(Cl)cc2)no1
    3.8	-7.7
CCCN(CC(=O)Nc1ccccc1OC)C(=O)CN1C(=O)NC(C)(C)C1=O
    0.9	-2.2
CCOc1ccccc1CN1CCNC(=O)C1CC(=O)NCc1ccccn1 (configuration not stated)
    -19.2	0.1
CCCN(CC(=O)Nc1ccccc1C)C(=O)C1CCN(S(=O)(=O)c2ccc(C)c(C)c2)CC1
    -10.6	7.1
C[C@H](NC(=O)c1ccco1)C(=O)Nc1ccc2c(c1)OCO2
    -4.8	-2.0
COc1cccc(/C=C/C(=O)OCC(=O)Nc2cc(S(=O)(=O)N3CCOCC3)ccc2C)c1
    5.0	1.7
CCOC(=O)C(=O)N(C)c1c(CC)nc2c(OCc3ccc(OC)cc3)cccn12
    -2.9	-3.9

# 4 of the compounds above, field by field:
compound: COc1ccc(-c2ccc(=O)n(Cc3cccc([N+](=O)[O-])c3)n2)cc1
  H9c2 TAG inh: -4.0; H9c2 TAG inh DAPI viability: 3.1
compound: Cc1cc(C(=O)NCCc2ccc(Cl)cc2)no1
  H9c2 TAG inh: 3.8; H9c2 TAG inh DAPI viability: -7.7
compound: CCCN(CC(=O)Nc1ccccc1OC)C(=O)CN1C(=O)NC(C)(C)C1=O
  H9c2 TAG inh: 0.9; H9c2 TAG inh DAPI viability: -2.2
compound: CCOc1ccccc1CN1CCNC(=O)C1CC(=O)NCc1ccccn1 (configuration not stated)
  H9c2 TAG inh: -19.2; H9c2 TAG inh DAPI viability: 0.1

# (list continues)
# Results follow in this order: H9c2 TAG inh	H9c2 TAG inh DAPI viability
Cc1[nH]nc2c1C(c1ccoc1)C(C#N)=C(N)O2 (configuration not stated)
    10.0	-0.8
CN(C)CCN(C(=O)C1CCN(S(=O)(=O)c2cccs2)CC1)c1nc2ccccc2s1
    10.5	-4.1
Cn1c(N/N=C/c2cccs2)cc(=O)n(C)c1=O
    -7.6	8.8
O=C(NCCN1CCOCC1)c1ccc(S(=O)(=O)Nc2ccccc2)cc1
    6.5	-0.2
Cc1ccc(NC(=O)C2CCCN2S(=O)(=O)c2ccc3c(c2)CCC(=O)N3)cc1Cl (configuration not stated)
    -4.8	-11.8
COc1cccc(NC(=O)Nc2ccc3c(c2)N(C)C(=O)CS3)c1
    18.8	0.2
CCN1CCN(S(=O)(=O)c2ccc(Cl)c(C(=O)Nc3ccc(OC(F)F)cc3)c2)CC1
    -10.1	10.7
CCCCC1=CC2=C(c3ccco3)C(=O)C(C)(OC(=O)c3ccc(OC)cc3)C(=O)C2=CN1CCCOC(C)C (configuration not stated)
    -25.4	15.2
CC(C)(C)OC(=O)N1CCC(C(=O)Nc2ccc3c(c2)CCC3)CC1
    6.7	2.3
CN(C(=O)CSc1nc(C2CC2)nc2ccccc12)c1nc(-c2ccccc2)cs1
    -1.5	0.2
COc1ccc(-n2nc(C(=O)NCC(=O)Nc3cccc(C)n3)c3ccccc3c2=O)cc1
    -3.8	2.9
CC(C)N(Cc1nccn1C)C(=O)CC1C(=O)NCCN1Cc1ccccc1C(F)(F)F (configuration not stated)
    -3.3	8.3
COc1ccccc1NC(=O)COC(=O)c1ccc(S(=O)(=O)NCc2ccco2)cc1
    -12.0	-3.0
COc1cc(-c2n[nH]c(=S)n2/N=C/c2cccn2C)cc(OC)c1OC
    -0.6	1.0
CCOc1ccc(OCC)c(NC(=O)CN2CCN(c3ccc(C)cc3C)CC2)c1
    -7.0	-8.5

# Profiles as entered above. Order of screens: H9c2 TAG inh	H9c2 TAG inh DAPI viability
# O=C(NCCN1CCOCC1)c1ccc(S(=O)(=O)Nc2ccccc2)cc1 across the screens: 6.5	-0.2
# CC(C)(C)OC(=O)N1CCC(C(=O)Nc2ccc3c(c2)CCC3)CC1 across the screens: 6.7	2.3
# CCCCC1=CC2=C(c3ccco3)C(=O)C(C)(OC(=O)c3ccc(OC)cc3)C(=O)C2=CN1CCCOC(C)C (configuration not stated) across the screens: -25.4	15.2
# COc1cc(-c2n[nH]c(=S)n2/N=C/c2cccn2C)cc(OC)c1OC across the screens: -0.6	1.0
# COc1ccccc1NC(=O)COC(=O)c1ccc(S(=O)(=O)NCc2ccco2)cc1 across the screens: -12.0	-3.0

# Next entries.
# Results follow in this order: H9c2 TAG inh	H9c2 TAG inh DAPI viability
Cc1cccc(NC(=S)NC2CCCC2)c1C
    5.0	-0.4
Cc1cccc(NS(=O)(=O)c2ccc3[nH]c(=O)cc(C(=O)O)c3c2)c1
    -12.4	16.1
C=CCn1c(-c2ccccc2)nc(=S)c2c1CC(C)(C)OC2
    17.5	-1.4
CCC(=O)Nc1nnc(SCc2cccc(F)c2)s1
    -2.8	-1.7
CC1(C)CC(=O)C=C(NCCN2CCN(C(=O)Nc3ccc(Cl)c(Cl)c3)CC2)C1
    14.7	-4.1
C=CC[C@H](CC(=O)N(CCO)Cc1ccccc1)C(=O)NCCOC(=O)[C@@H](CC=C)CC(=O)OC(C)(C)C
    -2.7	-9.7
COc1ccc(C(CNC(=O)c2cc(S(=O)(=O)NCc3ccccc3)ccc2C)N2CCOCC2)cc1 (configuration not stated)
    4.2	-1.3
CC1(C(=O)Nc2ccc3c(c2)OCO3)CCN1Cc1cccc2c1OCO2 (configuration not stated)
    -1.0	3.4
CNC(=O)c1cc2cc(OC)ccc2n1CCN(C)C
    27.8	-5.6
O=C(NC1CC2CCC(C1)N2C(=O)NCc1ccccc1)C1CC1 (configuration not stated)
    -10.0	-2.3
COc1ccccc1/C=N/Nc1nc(C)c(C(C)=O)s1
    -10.0	14.3
COc1cc(OC)cc(-c2sc3ccc(OC)cc3c2C#CCO)c1
    -50.5	-0.5
O=C(Nc1nnc(S(=O)(=O)N2CCCCCC2)s1)c1cccc(Br)c1
    -3.7	-0.9
COc1cccc(C2CC(=O)NC(SC)=C2C#N)c1 (configuration not stated)
    1.7	-3.1
Cc1ccc(S(=O)(=O)NCCC2=CCCCC2)cc1
    1.7	2.6
COc1ccc2c(c1OC)C(=O)OC2C/C(=N\NC(N)=O)c1ccccc1 (configuration not stated)
    -13.9	-5.7
CC(C)c1ccc(C(=O)N/N=C/c2cccc(Cl)c2Cl)cc1
    14.5	-1.1
Cc1cc(=O)[nH]c(N/N=C/c2c(C)nn(-c3ccccc3Cl)c2Cl)n1
    7.8	6.8
Cn1c(-c2cccs2)nc2ccccc21
    -1.8	5.4
Cc1ccc(C[n+]2ccccc2)cc1
    13.0	3.3
COc1ccc(NC(=O)CSc2nc3c(c(=O)n2-c2ccccc2)SCC3)c(OC)c1
    -3.1	11.5
COc1ccc(C(=O)OCC(=O)NC(Cc2ccccc2)C(C)=O)cc1S(=O)(=O)N1CCCC1 (configuration not stated)
    -2.0	6.8
Cc1ccccc1Cn1nnc(-c2ccc(C(=O)O)cc2)n1
    -3.7	-1.9
Cc1ccc(-c2nsc(SCC(=O)NCc3ccc4c(c3)OCO4)n2)cc1
    7.4	-4.5
O=C(O)c1ccc(COc2ccc3c4c(c(=O)oc3c2)CCC4)o1
    -4.4	17.4
Cn1cc(CCC(=O)N2CCCC(CCC(=O)NCc3ccccc3F)C2)cn1 (configuration not stated)
    15.7	-8.5
COc1cccc(-n2c(C)cc(/C=C3/C(=N)N4C(=NC3=O)SN=C4S(C)(=O)=O)c2C)c1
    18.7	-7.7
COc1ccccc1NC(=O)CSc1nnc2ccc(-c3cccnc3)nn12
    8.5	-9.9
N#Cc1nnn(Cc2ccccc2)c1N
    -8.4	1.9
CC1(C(=O)Nc2ccc(F)c(Cl)c2)Cc2c(-c3ccc(C(N)=O)cc3)ccnc2O1 (configuration not stated)
    21.8	-2.2

# The list is partial. The share of hits here may be higher or lower than overall.
